MOR-DOR inv ag: mu-delta opioid heterodimer inverse agonism; inhibition, % at 9.3 µM; P35372+P41143; AID 504357; cell-based MOR-DOR heterodimer luminescence; 0.21% of 340,000 active; in the data active = inhibition above about 22%, passing the limit was not always enough;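 note: 0% = cells with DMSO and 100% = wells without cells with DMSO; values of inactives mirror those of a sister screen read the other way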
Keap1-Nrf2 PPI: inhibitors of human Keap1-Nrf2 protein-protein interaction. Q14145. Keap1 Kelch-Nrf2 peptide fluorescence polarization, 1536-well. inhibition, % at 9.4 µM. 0.15% of 340,000 active. AID 504523; in the data active = inhibition above about 12%;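 note: human Keap1 Kelch domain with fluorescein labeled Nrf2 9mer peptide probe; 0% = neutral control wells and 100% = peptide positive control; higher means more block of Keap1 binding to Nrf2 peptide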
Target sequence (Q14145 whole entry, looked up, the tested form may be a part): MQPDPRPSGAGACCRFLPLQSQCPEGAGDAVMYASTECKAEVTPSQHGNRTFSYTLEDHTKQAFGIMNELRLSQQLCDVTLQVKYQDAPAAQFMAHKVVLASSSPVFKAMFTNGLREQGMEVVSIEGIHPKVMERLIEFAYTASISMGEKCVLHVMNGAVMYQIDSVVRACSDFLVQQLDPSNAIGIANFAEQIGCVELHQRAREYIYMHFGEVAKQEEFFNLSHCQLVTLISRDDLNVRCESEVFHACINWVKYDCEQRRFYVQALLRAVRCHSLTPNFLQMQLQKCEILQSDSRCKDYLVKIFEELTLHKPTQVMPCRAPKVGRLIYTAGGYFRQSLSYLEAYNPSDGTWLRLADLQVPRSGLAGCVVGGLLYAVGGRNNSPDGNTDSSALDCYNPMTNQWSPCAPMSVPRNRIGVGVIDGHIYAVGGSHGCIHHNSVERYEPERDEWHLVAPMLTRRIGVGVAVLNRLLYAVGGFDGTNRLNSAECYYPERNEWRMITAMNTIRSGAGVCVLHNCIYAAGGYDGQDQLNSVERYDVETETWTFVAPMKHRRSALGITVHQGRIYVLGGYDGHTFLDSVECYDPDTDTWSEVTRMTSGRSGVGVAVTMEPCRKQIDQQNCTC
CAL PDZ FP: inhibitors of human CAL PDZ peptide binding; inhibition, % at 24.9 µM; AID 602252; 0.92% of 300,000 active; purified CAL PDZ, TMR-peptide fluorescence polarization, 1 h;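 active = mean inhibition of at least 30% with at least half of replicates also reaching 30%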;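 note: 0% = DMSO neutral control and 100% = excess unlabeled competitor peptide PRC23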
MOR-DOR ag: OPRM1-OPRD1 heterodimerization agonism; 0.3% of 340,000 active; activation, % at 9.3 µM; P35372+P41143; cells, luminescence; in the data active = activation above about 18%;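 note: 0% = vehicle-treated cells and 100% = reference agonist; values of inactives mirror those of a sister screen read the other way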
V-ATPase pHluor: alters yeast V-ATPase proton transport | 0.37% of 350,000 active | response, % at 10 µM | S. cerevisiae, pHLuorin cytosolic pH fluorescence; in the data active = response mostly above about 7.3%, no sharp cut-off; inactive = mostly below about 5.4%; note: actives read high; inactives centre near 0; some compounds called inactive have numbers as strong as hits; reference of the scale not given here
C-LANA FP: KSHV C-LANA DNA binding inhibition | MBP-C-LANA/FAM-LBS DNA binding, fluorescence polarization | inhibition, % at 9 µM | 0.078% of 340,000 active | AID 504423;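 active = highest replicate inhibition at or above 60% at 9 µM, even if other replicates fall short; inactive = all replicates below 60% inhibition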;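 note: 0% = neutral control wells and 100% = 4 µM acridine orange control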
RTF Ca sens inh: cardiac RTF calcium desensitization; P19429+P45379; IANBD-labeled cardiac RTF, Ca2+ fluorescence; inhibition, % at 7.15 µM; 0.12% of 340,000 active; AID 493244;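 active = inhibition above the mean inhibition of all tested compounds plus 3 SD, cut at about 17% in these data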;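 note: assay run at fixed EC70 calcium of 1.6 mM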
HTR5A inv ag: inverse agonist of human HTR5A in OPRM1-OPRD1 counter-screen | P47898 | HTR5A cell line, luminescence, inverse agonism | inhibition, % at 9.3 µM | 0.083% of 340,000 active | AID 504634; in the data active = inhibition mostly above about 23%, no sharp cut-off; inactive = mostly below about 18%;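 note: 0% = cells with DMSO and 100% = no-cell wells with DMSO; some compounds called inactive have numbers as strong as hits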
Target sequence (P47898 whole entry, looked up): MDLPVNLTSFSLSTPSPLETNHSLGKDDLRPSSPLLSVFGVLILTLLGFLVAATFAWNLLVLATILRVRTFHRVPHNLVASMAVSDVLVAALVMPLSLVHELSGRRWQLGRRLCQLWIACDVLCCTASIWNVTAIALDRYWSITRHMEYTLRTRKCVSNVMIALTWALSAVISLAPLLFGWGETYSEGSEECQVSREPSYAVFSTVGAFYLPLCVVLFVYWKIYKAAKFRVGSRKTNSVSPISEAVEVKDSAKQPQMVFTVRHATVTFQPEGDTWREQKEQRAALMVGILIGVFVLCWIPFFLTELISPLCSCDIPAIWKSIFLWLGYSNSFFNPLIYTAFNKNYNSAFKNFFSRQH
RTF Ca sens act: increases calcium sensitivity of human cardiac regulated thin filaments; P19429+P45379; IANBD-labeled TnC RTF fluorescence at EC20 calcium; 0% EC20 calcium, 100% full calcium; activation, % at 7.2 µM; 0.24% of 340,000 active; AID 493008;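 active = activation above the mean over all tested compounds plus 3 SD, cut at about 30% in these data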;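 note: rise in fluorescence read as greater calcium sensitivity of cardiac thin filaments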
HTR5A ag: activates human HTR5A in OPRM1-OPRD1 agonist counter-screen; P47898; HTR5A agonist assay, luminescence, cell-based; activation, % at 9.3 µM; 0.61% of 340,000 active; in the data active = activation mostly above about 9.5%, no sharp cut-off; inactive = mostly below about 7.6%;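 note: 0% = cells with vehicle only and 100% = reference agonist; strong numbers were not always called active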
The depositor's hits bear a star; . = no result given.

SMILES,MOR-DOR inv ag,Keap1-Nrf2 PPI,CAL PDZ FP,MOR-DOR ag,V-ATPase pHluor,C-LANA FP,RTF Ca sens inh,HTR5A inv ag,RTF Ca sens act,HTR5A ag
Cc1cc([N+](=O)[O-])nn1CC(=O)N(C)Cc1ccccc1,10,0,-5,-1.9,-2,0.8,-7,-5,-3,2
O=C(C(c1ccccc1)C(O)(c1ccccc1)c1ccccc1)N1CCOCC1 (stereo not drawn),24,1,-3,-4.9,-3,1.3,6,-5,-6,1
CC1CC2C3CCC4=CC(=O)C=CC4(C)C3(F)C(O)CC2(C)C1(O)C(=O)CO (stereo not drawn),15,-2,-3,-2.9,2,0.0,-8,16,-2,0
CC(C)(C)C1CCC2(CC1)NC(CO)(CO)CO2 (stereo not drawn),5,-3,0,-0.9,4,-1.0,-3,-9,6,4
O=C(COC(=O)c1cccs1)Nc1ccc(S(=O)(=O)N2CCOCC2)cc1,1,-11,-2,-0.1,1,0.8,-7,18,3,3
Cn1c(SCC(=O)NCc2ccccc2)nnc1C1CC1,5,-1,0,-0.8,-4,1.4,-10,-24,4,-4
CCOC(=O)c1c(S(=O)(=O)NCCc2ccc(OC)c(OC)c2)c(C)n(C)c1C,0,1,.,0.0,-1,1.4,0,19,-3,1
CCCn1c(-c2ccccc2)nc2c(=O)n(C)c(=O)[nH]c21,10,-1,1,-1.7,-2,-1.2,-7,-16,-3,2
O=C(NCC(=O)N1CCN(C(c2ccccc2)c2ccccc2)CC1)c1ccc(Br)o1,-17,-4,0,3.1,-1,0.1,-8,-8,3,0
COc1ccc(C(=O)Cc2ccc(OC)c(OC)c2)c(OC)c1,-17,-3,-4,2.9,-3,0.5,-18,-44,9,19*
Cc1ccccc1CN1CCC(n2nccc2NC(=O)c2ccc3c(c2)OCO3)CC1,6,-10,.,-0.8,2,2.4,2,-5,-3,-3
CCOc1ccc(-n2c(Cc3cc(=O)[nH]c(=O)[nH]3)nnc2SCC(=O)Nc2nnc(C)s2)cc1,21,2,-1,-4.2,0,2.3,-3,5,3,-2
COc1cc(NC(=O)CSCC(=O)Nc2cccc(C(F)(F)F)c2)c(Cl)cc1Cl,-15,-1,-1,2.5,-3,0.6,-11,-7,-7,-3
COc1ccccc1NS(=O)(=O)c1cc(NC(=O)c2ccc(Cl)nc2)ccc1N1CCCC1,-18,0,-3,4.3,1,0.0,-6,-10,4,4
O=C(Nc1ccccc1)OCC(CN1CCCCC1)OC(=O)Nc1ccccc1 (stereo not drawn),6,-3,-3,-1.1,8,1.3,10,-3,3,1
COc1ccccc1NC(=O)C1CC(C)OC1=O (stereo not drawn),16,0,.,-3.1,1,1.3,-7,-3,-5,0
CCn1c(CN2CCN(CCO)CC2)nc2ccccc21,-15,3,3,2.1,1,1.3,3,15,-2,7
CC[n+]1c(C=C2C=C(C)OC(C)=C2)sc2ccccc21,16,-5,3,-3.1,0,-3.9,-5,-10,-2,3
CN(C)N1C(N)=C(C#N)C(c2cccs2)C2=C1CC(C)(C)CC2=O (stereo not drawn),.,2,-6,.,1,0.3,.,.,.,.
S=C(NCc1ccccc1)NCc1ccc(Cl)cc1,-9,0,-6,1.7,2,0.4,-7,7,-2,5
Oc1ccc2ccc(Cl)cc2c1,-14,-7,0,2.8,-5,0.2,3,1,-5,0
Cc1n[nH]c(C)c1S(=O)(=O)N(CC(=O)N1CCc2ccccc21)c1ccc(C(C)C)cc1,-13,-7,-5,2.6,-2,0.6,-8,-6,1,2
CCOC(=O)NC(=O)/C(C=Nc1ccc(Cl)cc1)=C(\C)O,16,-2,-7,-2.9,-6,0.9,4,6,2,-2
COc1ccc(NS(=O)(=O)c2ccc(C)c(C(=O)N(C)CCc3ccc(OC)c(OC)c3)c2)cc1,14,0,-4,-2.5,-4,-0.3,7,14,1,-6
CC(C)(C)n1nnnc1C(c1ccccc1F)N1CCN(C2CCCC2)CC1 (stereo not drawn),-14,7,.,3.2,18,2.1,-11,26,-5,-2
COCON1C(=O)CN(C(C)=O)C1c1ccc(Cl)cc1Cl (stereo not drawn),3,-2,.,-0.7,2,-2.4,2,8,-1,-2
CCN(CC)C(=O)CSc1nc2c(sc(=S)n2CC)c(=O)n1-c1ccccc1,8,1,-2,-1.7,2,-3.5,-6,0,0,0
Cc1ccc(CSCC(=O)N(C)CC(=O)Nc2ccc(Br)cc2C)cc1,-2,-4,12,0.2,-3,0.5,-12,16,-6,-6
O=C(Nc1nc2ccccc2n1CCOc1ccccc1)c1ccco1,1,-10,.,-0.3,1,0.7,5,0,1,2
CN(Cc1cnn(C)c1)C(=O)c1cc2ccccc2oc1=O,11,-2,1,-1.8,-2,-1.3,5,-2,1,1

Whole records as entered above. Order of values: MOR-DOR inv ag | Keap1-Nrf2 PPI | CAL PDZ FP | MOR-DOR ag | V-ATPase pHluor | C-LANA FP | RTF Ca sens inh | HTR5A inv ag | RTF Ca sens act | HTR5A ag
CCn1c(CN2CCN(CCO)CC2)nc2ccccc21 is entered as -15 | 3 | 3 | 2.1 | 1 | 1.3 | 3 | 15 | -2 | 7
COCON1C(=O)CN(C(C)=O)C1c1ccc(Cl)cc1Cl (stereo not drawn) is entered as 3 | -2 | . | -0.7 | 2 | -2.4 | 2 | 8 | -1 | -2

(continued)
SMILES,MOR-DOR inv ag,Keap1-Nrf2 PPI,CAL PDZ FP,MOR-DOR ag,V-ATPase pHluor,C-LANA FP,RTF Ca sens inh,HTR5A inv ag,RTF Ca sens act,HTR5A ag
c1ccc(-c2nccc(-c3ccc(-n4cnc5ccccc54)cc3)n2)nc1,11,-4,1,-2.2,-1,-0.4,-5,23,-5,-1
CCOC(=O)c1cc(C)n(Cc2ccc(OCC)c(OC)c2)c1C,5,-3,-2,-0.9,0,1.0,-9,-15,-3,5
CC(=O)C1=C(O)C(=O)N(c2nccs2)C1c1ccc(F)cc1 (stereo not drawn),-7,-4,1,1.0,4,0.1,-7,-20,-1,7
COc1ccc(C(=NN)c2ccc(OC)cc2)cc1,9,5,0,-1.7,6,-0.2,-1,4,0,2
c1ccc(CNCCCn2cnc3c(OCc4ccccc4)ncnc32)cc1,12,-6,-1,-2.5,-2,-1.8,4,-14,-10,4
COc1ccc(C(=O)NCc2ccc(Cl)c(Cl)c2)cc1OC,-8,-5,5,1.5,-2,0.2,-3,3,10,-1
OC(CNc1ccccc1)COc1ccc(OCC(O)CNc2ccccc2)cc1 (stereo not drawn),-27,-2,-2,5.5,1,-2.2,-10,12,2,-6
O=C(Nc1cccc(NC(=O)c2cccc(F)c2)c1)c1ccccc1,6,-1,-5,-1.2,0,1.7,-4,15,3,-4
Cc1cnc(NC(=O)c2ccc3c(c2)OCCO3)s1,0,2,-2,-0.1,1,3.5,-9,-18,-2,6
CCN1C(=O)[C@H]2[C@@H](c3ccc(-c4ccc(F)cc4)cc3)N[C@@](C)(C(=O)OC)[C@H]2C1=O,-5,-2,-2,0.8,-1,0.9,-2,-6,2,-1
COc1cc2[nH]c(=O)n(CCCCCC(=O)N3CCN(c4ccccn4)CC3)c(=O)c2cc1OC,11,-3,-5,-2.6,8,1.1,-10,-8,3,3
CN(Cc1ccccc1)C(=O)CCCn1c(=O)[nH]c2cc(Cl)ccc2c1=O,6,1,-2,-1.2,0,0.6,2,13,-4,13*
O=C(NC1CCCC1)C1CCCN1C(=O)Oc1ccccc1 (stereo not drawn),-1,2,-1,0.1,5,1.8,1,-3,2,1
COc1ccc(C2C(C(C)=O)=C(O)C(=O)N2CCc2c[nH]c3ccccc23)cc1 (stereo not drawn),6,1,0,-0.9,3,-1.6,-21,-5,4,2
CCc1ccc(N2CC(C(=O)Nc3ccc(S(=O)(=O)N4CCCCC4)cc3)CC2=O)cc1 (stereo not drawn),2,0,2,-0.3,-5,-1.7,4,0,-6,9
NC(=O)CSc1nnc(-c2ccoc2)o1,14,-1,0,-2.6,-4,0.1,-13,-21,14,3
CC(=O)/C(=N\Nc1cccc(Cl)c1)Sc1nnc(-c2ccccc2)n1-c1ccccc1,3,0,0,-0.4,-2,2.4,7,-5,-5,3
O=C(/C=C/c1ccco1)Nc1nc(-c2ccccn2)cs1,-10,-21,-4,1.9,2,1.8,1,8,4,0
Cc1ccc(-c2csc3ncn(CC(N)=O)c(=O)c23)cc1C,19,2,-2,-4.2,-4,1.0,-5,-23,-4,6
Cc1ccc(S(=O)(=O)/N=C(/NNC(=O)c2cccc(Cl)c2)c2ccccc2)cc1,-16,-3,1,3.0,1,-0.9,-9,-9,-6,4
Nc1c(S(=O)(=O)c2cccs2)c2nc3ccccc3nc2n1Cc1ccccc1,3,-1,.,-0.6,-1,-0.4,-4,-18,-1,8
Cc1ccc(Cl)cc1N1CCN(C(=O)c2ccccc2SCC(=O)N2CCCC2)CC1,3,-5,-9,-0.7,2,-0.9,-8,5,5,-2
CC(=O)c1cc2c(cc1NC(=O)Cn1nc(-c3ccc(F)cc3)ccc1=O)OCO2,1,-3,-3,-0.1,-6,0.9,6,-21,1,8
CCCC(CCC)C(=O)NCCN1CCOCC1,10,1,3,-2.3,-2,0.5,-1,-11,-2,4
Cc1ccc(C)c(OCCC(=O)N2CCN(S(=O)(=O)c3cc(F)ccc3F)CC2)c1,-1,3,-2,0.1,0,-0.6,-7,-10,3,3
Cn1nc(C(=O)NNC(=O)c2cccc(Cl)c2)c2ccccc2c1=O,2,3,-8,-0.5,-4,4.5,-13,3,1,-1
CCn1cc(C2=NOC(C(=O)Nc3cc(OC)c(Cl)cc3OC)C2)c(C)n1 (stereo not drawn),8,-3,1,-1.4,0,-0.9,-10,18,-1,5
C/C=C/C(=O)OCC(=O)Nc1cccc(Br)c1,10,2,-4,-2.2,0,-0.2,8,4,0,-2
COc1ccc(CCC(=O)N(C)CC(=O)Nc2ccc(Cl)c(C(F)(F)F)c2)cc1,-9,0,-3,1.7,1,0.6,7,-8,-7,6
Cc1ccccc1OCc1nnc(SCC(=O)N2CCc3ccccc32)n1C,8,3,-1,-1.4,2,0.6,0,2,4,5
COC(=O)CNC(=O)Cn1ccc2ccccc2c1=O,-2,-3,2,0.4,2,0.9,-3,-3,-3,-1
CC(=O)c1cccc(N(C(=O)Cn2nnc3ccccc32)C(C(=O)NCc2ccccc2)c2ccccn2)c1 (stereo not drawn),6,-5,2,-1.2,2,0.1,-3,-4,1,1
COc1ccccc1NC(=O)c1ccc2c(c1)N(CC#N)C(=O)C(C)(C)O2,6,-3,0,-0.7,4,-0.2,-11,-5,-2,2
CCOc1ccc(N2C(=O)CSC2=S)cc1,16,-7,.,-3.2,1,1.1,-2,-7,4,-1
CC1CCCC(C)N1C(=O)c1cc(-c2ccc3c(c2)OCO3)on1 (stereo not drawn),-13,-4,0,2.1,-1,2.1,-15,4,0,4
Clc1ccc(-c2nc3ccccc3[nH]2)cn1,1,-1,-1,-0.2,-1,-0.3,-18,1,-1,7
COC(=O)[C@@H](NC(=O)Nc1ccc(S(N)(=O)=O)cc1)C(C)C,12,-1,0,-2.2,-1,0.3,-1,-13,2,5
CCOC(=O)c1c(C)n(C)c2ccc(OC(=O)c3ccc([N+](=O)[O-])cc3)cc12,2,2,1,-0.5,1,5.4,6,1,0,4

Compound activity: PubChem BioAssay, several laboratories
